Source: PubChem
ERAP1 HTS inh: ERAP1 (human) enzyme inhibition; Q9NZ08; inhibition, % at 10.7 µM; recombinant ERAP1, Leu-AMC fluorescence, 60 min; actives 0.15% (n = 340,000);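 active = mean replicate inhibition of at least 30%, or all replicates individually reaching that 30% level; inactive = mean below 30% and not every replicate reaching it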;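 note: 0% = neutral control wells and 100% = L-leucinethiol positive control wells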
miR122 inh: blocks miR-122 activity in Huh7 sensor cells | Huh7 miR-122 Renilla luciferase sensor, 48 h; neutral wells = 0, positive control = 100 | activation (reporter increase), % at 12.5 µM | actives 0.3% (n = 340,000) | AID 602342;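 active = mean replicate activation score at least 90 and every replicate individually at or above 90; inconclusive = only one of the two criteria met; inactive = neither criterion met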;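 note: higher luciferase means less miR-122 activity so hits act as miR-122 inhibitors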
ERp5 inh: blocks human ERp5 reductase activity on insulin; ERp5 insulin aggregation, absorbance 650 nm, 90 min; inhibition, % at 9.99 µM; actives 0.05% (n = 350,000); AID 651711;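 active = mean replicate inhibition above about 25%, with every replicate also reaching it, limit read from the data, passing the limit was not always enough; inconclusive = only one of those two criteria met; inactive = neither criterion met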
Target sequence (Q15084 whole entry, looked up): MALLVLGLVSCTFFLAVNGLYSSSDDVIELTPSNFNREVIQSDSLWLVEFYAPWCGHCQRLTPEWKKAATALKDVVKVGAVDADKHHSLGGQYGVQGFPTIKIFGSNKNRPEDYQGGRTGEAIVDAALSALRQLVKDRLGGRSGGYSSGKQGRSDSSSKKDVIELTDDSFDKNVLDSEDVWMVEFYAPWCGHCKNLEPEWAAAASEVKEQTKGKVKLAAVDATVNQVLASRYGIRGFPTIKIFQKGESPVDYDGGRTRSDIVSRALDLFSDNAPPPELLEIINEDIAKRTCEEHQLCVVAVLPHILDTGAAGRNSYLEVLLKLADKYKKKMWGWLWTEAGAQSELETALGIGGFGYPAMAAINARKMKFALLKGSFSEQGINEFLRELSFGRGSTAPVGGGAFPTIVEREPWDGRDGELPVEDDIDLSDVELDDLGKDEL
SIRT5 block: inhibitors of human sirtuin-5 desuccinylase. Q9NXA8. Purified SirT5, succinyl-peptide AMC, trypsin-coupled fluorescence. inhibition, % at 15 µM. actives 1.1% (n = 330,000). AID 652115; in the data active = inhibition above about 15%; inconclusive = no clear call, values can overlap the other calls
Target sequence (Q9NXA8 whole entry, looked up): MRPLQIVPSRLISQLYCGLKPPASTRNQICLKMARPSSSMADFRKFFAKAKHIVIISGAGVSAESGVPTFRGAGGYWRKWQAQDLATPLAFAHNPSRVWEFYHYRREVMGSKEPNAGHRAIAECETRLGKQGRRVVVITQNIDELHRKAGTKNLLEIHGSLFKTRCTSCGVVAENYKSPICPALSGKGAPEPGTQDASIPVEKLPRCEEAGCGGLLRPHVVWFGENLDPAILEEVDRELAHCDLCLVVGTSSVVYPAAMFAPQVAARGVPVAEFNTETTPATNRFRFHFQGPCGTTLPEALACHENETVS
Casp6 inh: blocks human caspase-6 cleavage activity. P55212. purified caspase-6, Z-VEID-R110 cleavage fluorescence. inhibition, % at 12.5 µM. actives 0.53% (n = 350,000). AID 686996;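 active = mean inhibition across replicates at least about 35%, with every replicate also reaching that limit, limit read from the data; inconclusive = only one of the two criteria met; inactive = neither criterion met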;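 note: 0% = median of neutral control wells and 100% = no fluorescence left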
Target sequence (P55212 24-179 limits assumed): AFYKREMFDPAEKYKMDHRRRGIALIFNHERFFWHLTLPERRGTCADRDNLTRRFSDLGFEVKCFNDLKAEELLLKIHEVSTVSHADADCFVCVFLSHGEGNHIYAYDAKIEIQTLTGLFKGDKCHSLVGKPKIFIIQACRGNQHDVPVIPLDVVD
Target sequence (P55212 194-293 limits assumed): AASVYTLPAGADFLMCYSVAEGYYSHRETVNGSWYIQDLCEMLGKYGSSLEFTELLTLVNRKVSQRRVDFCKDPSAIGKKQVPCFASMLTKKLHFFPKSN
F508del corr: correctors of CFTR F508del function in bronchial epithelial cells | actives 0.36% (n = 350,000) | CFBE cells, YFP halide quenching; stimulated with forskolin plus potentiator P3; % fluorescence drop versus neutral controls | activity (quench increase), % at 7.58 µM;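 active = mean added fluorescence quench of at least 8% versus neutral control, with both replicates also reaching 8%; inconclusive = only one of the mean or replicate conditions met; inactive = mean below 8% and not both replicates reaching 8%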;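 note: cells transiently co-express mutant CFTR-F508del with the halide-sensitive YFP; corrector assay measuring rescue of mutant channel to the surface after 24 h compound exposure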
DENV2 CPE rescue: inhibitors of DENV2 cytopathic effect; DENV2-infected cells, cytopathic effect rescue, plate reader; CPE inhibition, % at 9.99 µM; actives 1.7% (n = 350,000); in the data active = CPE inhibition above about 20%, passing the limit was not always enough; inconclusive = no clear call, values can overlap the other calls; tested in BHK-21 cells;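 note: 0% = median of neutral control wells and 100% = median of positive control wells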
* = called active by the depositor; ? = inconclusive; / = not tested or not shown; & = joins results of further samples; [ ] = another dose, or the depositor's remark. Random draw from the library. Share with any hit: about 4%.

SMILES	ERAP1 HTS inh	miR122 inh	ERp5 inh	SIRT5 block	Casp6 inh	F508del corr	DENV2 CPE rescue
CC=Cc1ccc2n(c1=O)C[C@@H]1[C@@H](CO)[C@H](C(=O)NCCc3ccccc3)N(CCC)[C@H]21 (mixture of isomers)	/	0[16.7 µM]	12	-4	/	-0.1	-12
c1ccc(Cn2c(CSc3nnnn3-c3ccccc3)nc3ccccc32)cc1	4	-7	-4	-4	-3	-1.1	4
CCCN1CCN(C(=O)C2CCN(S(=O)(=O)c3ccc4c(c3)NC(=O)C(C)S4)CC2)CC1 (configuration not stated)	6	-10	-4	6	1	-1.3	1
Cc1ccc(NC(=S)NC(=O)C2CC2)cc1Cl	-1	-3	-3	2	-4	0.2	0
C[C@@H]1CN([C@H](C)CO)C(=O)c2cc(N(C)C)ccc2O[C@@H](C)CCCCO[C@@H]1CN(C)CC1CCCCC1	4	-8[16.7 µM]	0	9	0	-0.7	9
O=S(=O)(Nc1ncccn1)c1ccc(NS(=O)(=O)c2cc(Cl)ccc2Cl)cc1	-1	/	-1	2	-2	-2.9	-3
CSCCC1NC(=O)C(C(C)=Nc2ccccc2)=C1O (configuration not stated)	-2	/	0	0	2	-0.5	-7
O=C(CN1CCOCC1)N1CCCCN2[C@H](CO)[C@@H](c3ccc(/C=C/c4ccccc4)cc3)[C@H]2C1	6	-8[16.7 µM]	-3	0	0	-0.9	-7
C[C@H](CO)N1C[C@H](C)[C@H](CN(C)CC2CCCCC2)OCCCC[C@H](C)Oc2ccc(NS(=O)(=O)c3ccccc3)cc2C1=O	2	12[16.7 µM]	1	2	1	0.0	-9
CCCCn1c(N)c(N(CCOC)C(=O)c2ccc(-n3c(C)ccc3C)cc2)c(=O)[nH]c1=O	-1	/	-4	2	2	1.3	-15
C[C@@H]1CCCCO[C@@H](CN(C)S(C)(=O)=O)[C@H](C)CN([C@@H](C)CO)C(=O)c2cc(NS(=O)(=O)c3ccc(Cl)cc3)ccc2O1	-2	2[16.7 µM]	-4	-2	0	-0.4	84*
COc1ccc(N2CCN(CCCNC(=O)C3CCCN(S(=O)(=O)c4c(C)n[nH]c4C)C3)CC2)cc1 (configuration not stated)	-3	/	0	-1	-5	-0.8	-8
O=C(CCc1nc2ccccc2c(=O)[nH]1)N1CCN(c2ccc(F)cc2)CC1	7	5	-1	0	4	0.8	0
Cc1ccnc(NS(=O)(=O)c2ccc(NC(=O)c3ccc([N+](=O)[O-])s3)cc2)n1	-3	/	-7	3	14	-1.0	-5
O=C(C[C@H]1CC[C@@H]2[C@H](COC[C@@H](O)CN2Cc2cc(F)ccc2F)O1)N[C@@H]1CCN(Cc2ccccc2)C1	-3	-4[16.7 µM]	1	0	-9	0.3	3
COc1ccc(C(=O)N2CCC[C@H]2C(=O)N2CCC[C@@H]2C(=O)NCc2ccccc2)cc1F	3	/	-3	1	-2	1.9	20
COc1ccc(S(=O)(=O)NNC(=O)c2cc3ccccc3o2)cc1	2	/	8	-1	1	-1.8	17
CC(C)C#Cc1ccc2c(c1)O[C@H](CN(C)C(=O)Cc1ccccn1)[C@H](C)CN([C@H](C)CO)S2(=O)=O	-1	67[16.7 µM]	-4	5	0	-1.9	-5
O=C(CNC(=O)c1ccco1)NNC(=O)c1ccc(Br)cc1	0	/	10	-4	1	3.1	3
C[C@@H]1CN([C@H](C)CO)C(=O)CCCn2nncc2CO[C@@H]1CN(C)C(=O)Nc1ccc(N2CCCCC2)cc1	-2&1&5	-5	-6&6&-1	0&6&-4	-3&-2&-1	2.2&-1.2&1.7	?
Cc1ccc(-c2nnc(-c3cccc4ccccc34)o2)cc1	0	3	-10	/	0	2.1	-2
CCOC(=O)CCCCC(=O)c1[nH]c(=O)[nH]c1CN1CCOCC1	-2	0	2	1	-2	0.6	5
N#Cc1nnn(Cc2ccccc2)c1N	-1	/	-8	7	0	-5.2	9
CCOc1cc(N2CCOCC2)c(OCC)cc1NC(=O)Cn1cnc2c(=O)n(C)c(=O)n(C)c21	-1	/	-1	-4	-1	/	-7
CC1CNC(=S)N(c2ccc(F)cc2)C1=O (configuration not stated)	0	/	-1	-1	0	0.3	0

Compounds listed so far that have an aryl methoxy group:
SMILES	ERAP1 HTS inh	miR122 inh	ERp5 inh	SIRT5 block	Casp6 inh	F508del corr	DENV2 CPE rescue
COc1ccc(N2CCN(CCCNC(=O)C3CCCN(S(=O)(=O)c4c(C)n[nH]c4C)C3)CC2)cc1 (configuration not stated)	-3	/	0	-1	-5	-0.8	-8
COc1ccc(C(=O)N2CCC[C@H]2C(=O)N2CCC[C@@H]2C(=O)NCc2ccccc2)cc1F	3	/	-3	1	-2	1.9	20
COc1ccc(S(=O)(=O)NNC(=O)c2cc3ccccc3o2)cc1	2	/	8	-1	1	-1.8	17

Single records (already shown). Order of screens: ERAP1 HTS inh, miR122 inh, ERp5 inh, SIRT5 block, Casp6 inh, F508del corr, DENV2 CPE rescue
O=S(=O)(Nc1ncccn1)c1ccc(NS(=O)(=O)c2cc(Cl)ccc2Cl)cc1 as listed: -1, /, -1, 2, -2, -2.9, -3
O=C(CN1CCOCC1)N1CCCCN2[C@H](CO)[C@@H](c3ccc(/C=C/c4ccccc4)cc3)[C@H]2C1 as listed: 6, -8[16.7 µM], -3, 0, 0, -0.9, -7
C[C@@H]1CN([C@H](C)CO)C(=O)CCCn2nncc2CO[C@@H]1CN(C)C(=O)Nc1ccc(N2CCCCC2)cc1 as listed: -2&1&5, -5, -6&6&-1, 0&6&-4, -3&-2&-1, 2.2&-1.2&1.7, ?

Further entries:
SMILES	ERAP1 HTS inh	miR122 inh	ERp5 inh	SIRT5 block	Casp6 inh	F508del corr	DENV2 CPE rescue
COc1ccc(Cc2nnc(NC(=O)c3ccc(C)cc3)s2)cc1OC	-3	2	0	1	-2	0.9	10
COCCNC(=O)COc1ncnc2scc(-c3ccc(F)cc3)c12	1	-6	4	-5	-1	-2.1	-2
COc1ccc(Cn2nnnc2C(c2cc3cccc(C)c3[nH]c2=O)N2CCN(C)CC2)cc1 (configuration not stated)	6	1	-3	-2	-3	1.1	-3
Cc1cccc(NC(=O)NC2CCCc3ccccc32)c1 (configuration not stated)	-1	-9	14	-4	11	1.2	-11
Cc1cc(SCC(=O)N2c3ccccc3NC(=O)CC2C)nc2ccccc12 (configuration not stated)	0	4	1	/	3	1.1	3
CCOc1ccc(S(=O)(=O)N(CC(=O)NCc2ccncc2)c2ccc(C)cc2)cc1	1	-1	2	-1	-2	2.1	1
CC1(C(=O)NS(C)(=O)=O)CCN1C(=O)C/C=C/c1ccccc1 (configuration not stated)	2	/	0	0	-1	0.8	61*
CCc1csc(N2[C@H](C#N)[C@H](c3ccc(C4=CCCC4)cc3)[C@@H]2CO)n1	-1	/	-1	1	-4	3.2	-11
CCN(Cc1ccccc1)S(=O)(=O)c1ccc(C(=O)N(CCCN(C)C)c2nc3cc4c(cc3s2)OCCO4)cc1	-3	-2	10	4	-41	-4.6	-6
O=C(NCc1cc([N+](=O)[O-])ccc1O)c1cccc(NS(=O)(=O)c2ccccc2)c1	1	-6	-7	3	1	1.4	4
O=C(COc1ccccc1)NCC(=O)NC1CCCCC1	-4	-1	-4	-6	0	0.4	?
CCC(=O)N(Cc1cccs1)C1CCOC(C)(C)C1 (configuration not stated)	0	-8	-5	-7	-2	/	/
CN1CCN(Cc2nnc(-c3ccccc3)o2)CC1	-1	/	2	7	-4	0.9	0
Cc1ccc(NC(=O)CNC(=O)Cn2cnc3sc(C)c(C)c3c2=O)cc1F	0	8	4	-2	-8	-2.8	-4
Cc1ccccc1C(=O)NCC(=O)OCC(=O)NNC(=O)c1ccccc1F	-2	61	1	-2	-1	/	0
CNC[C@@H]1OCCCC[C@@H](C)Oc2ccc(NC(=O)Nc3ccc(C(F)(F)F)cc3)cc2C(=O)N([C@@H](C)CO)C[C@@H]1C	-1	3[16.7 µM]	2	-2	1	-2.3	-5
CCCc1cn(CC[C@@H]2CC[C@@H](NC(=O)C3CCC3)[C@@H](CO)O2)nn1	-2	/	-10	2	1	0.4	-3
CCNC(=O)C[C@H]1CC[C@H]2[C@@H](COC[C@@H](O)CN2C(=O)CC)O1	1	2[16.7 µM]	-4	1	-1	0.2	6
COc1ccc(NC(=S)NCc2ccc(Cl)cc2)c(OC)c1	-4	22	-4	-2	-4	-1.5	-2
COc1ccc(CC(=O)NCc2n[nH]c(=S)n2-c2ccc(Br)cc2)cc1	9	/	10	0	2	-2.9	-1
O=C(Cn1cnc2c(OCc3ccccc3)ncnc21)NCCCn1ccnc1	2	/	-1	/	-6	-0.9	-9
CCOc1ccc(CN2CCNC(=O)C2CC(=O)NCc2cc(C)n(C)n2)cc1 (configuration not stated)	1	/	2	-2	-2	0.7	-5
O=c1c2ccccc2nc(COc2ccccc2)n1/N=C/c1cc([N+](=O)[O-])ccc1O	0	1	4	1	5	2.0	2
Cc1noc(C)c1C(=O)Nc1ccccc1N1CCCC1	0	/	6	2	-27	0.1	-5
C[C@H](CO)N1C[C@H](C)[C@@H](CN(C)C(=O)CN(C)C)Oc2cc(-c3cccnc3)ccc2S1(=O)=O	-1	-3[16.7 µM]	1	-6	-1	-0.4	7
SMILES	ERAP1 HTS inh	miR122 inh	ERp5 inh	SIRT5 block	Casp6 inh	F508del corr	DENV2 CPE rescue
CCOCCCn1c(SCC(=O)NC2CCCC2)nc2ccccc2c1=O	-1	-7	6	-1	1	-2.6	-1
CC(C)CC#Cc1cnc2c(c1)C(=O)N([C@@H](C)CO)C[C@@H](C)[C@H](CN(C)C(=O)Nc1ccccc1F)O2	3	0[16.7 µM]	1	10	-1	1.1	-4
Cc1ccc(NC(=O)CSc2nc3cc(C(=O)NCC4CCCO4)ccc3c(=O)n2CC2CCCO2)cc1 (configuration not stated)	-2	0	-5	/	1	4.5	12
OC(CN1CCN(Cc2ccccc2)CC1)c1ccccc1 (configuration not stated)	-2	/	2	-2	-1	4.0	-1
CO[C@@H](CN(C)S(=O)(=O)c1ccc(C)cc1)[C@@H](C)CN(Cc1ccccc1Cl)[C@@H](C)CO	0	/	-3	7	0	0.2	?
COc1ccc(/C=N/OCC(=O)N(Cc2ccc(OC)cc2)c2ccccc2C(=O)O)cc1	5	/	0	-2	3	0.5	6
CC(C)[C@H]1C(=O)Nc2ccccc2N1C(=O)N[C@@H](Cc1ccccc1)C(=O)N[C@@H](Cc1ccccc1)C(=O)O	2	-7	3	0	-3	0.3	5
O=C(NCCc1ccccn1)c1c(-c2ccsc2)sc2ccccc12	-4	6	-2	13	0	3.2	6

A second format for 3 compounds above:
| mol | ERAP1 HTS inh | miR122 inh | ERp5 inh | SIRT5 block | Casp6 inh | F508del corr | DENV2 CPE rescue |
| --- | --- | --- | --- | --- | --- | --- | --- |
| O=C(NCCc1ccccn1)c1c(-c2ccsc2)sc2ccccc12 | -4 | 6 | -2 | 13 | 0 | 3.2 | 6 |
| CC(C)CC#Cc1cnc2c(c1)C(=O)N([C@@H](C)CO)C[C@@H](C)[C@H](CN(C)C(=O)Nc1ccccc1F)O2 | 3 | 0[16.7 µM] | 1 | 10 | -1 | 1.1 | -4 |
| CCOCCCn1c(SCC(=O)NC2CCCC2)nc2ccccc2c1=O | -1 | -7 | 6 | -1 | 1 | -2.6 | -1 |
